GPR35 arrestin U2OS: inhibition of zaprinast-stimulated GPR35 beta-arrestin translocation – imaging, U2OS, beta-arrestin-GFP, zaprinast agonist, primary screen (AID 2058). U2OS GPR35 beta-arrestin-GFP translocation imaging, zaprinast antagonism; higher % means a stronger effect. one-dose inhibition, % at 10 µM; IC50 in µM for titrated hits. actives 0.052% (n = 290,000);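 active means inhibition of at least 50% with at least 30 cells and total cytoplasm GFP at most 10,000,000; inconclusive means under 30 cells or total GFP of 10,000,000 plus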
GPR55 beta-arrestin: GPR55 agonists via beta-arrestin recruitment, primary screen, imaging, U2OS cells, beta-arrestin-GFP redistribution (AID 1961); actives 0.048% (n = 290,000); U2OS GPR55 beta-arrestin-GFP redistribution imaging; higher % means a stronger effect; activation, % at 10 µM, or EC50 in µM where a hit was titrated;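 active means activation above 40% with more than 50 cells counted in the well; inconclusive means wells holding fewer than 50 cells, flagged as toxic or sparse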;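 further: U2OS osteosarcoma cells stably expressing GPR55 and beta-arrestin-GFP; plate controls were DMSO negative control for no effect and LPI positive control for full effect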
T cell HTS: T cell immune modulators affecting CD8 T cell-vesicle binding; 2C CD8+ T cell-vesicle binding, flow cytometry; active compounds read low; calls only at 7 µM; actives 0.068% (n = 330,000); AID 2052;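 active means response, share of CD8 T cells binding vesicles, and their 90th percentile fluorescence all below set limits, cut at about 80% in these data, passing the limit was not always enough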
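Material: 2C TCR transgenic mouse naive CD8+ T cells, MACS-purified. Also added: QL9-charged Drosophila Ld/ICAM-1/B7-1 vesicles. Timing: binding 1.5 h at 37 °C. Measured by: high-throughput flow cytometry with anti-B7-1 and anti-CD8 staining. Read-out: percent CD8+ FL2 mean versus row control. Controls: Unloaded micro-vesicles (low), QL9 vesicles with 0.7% DMSO (high).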
NTR1 ag: agonists of NTR1, primary screen, imaging, U2OS cells, beta-arrestin-GFP, high content (AID 493036) | P30989 | NTR1-U2OS beta-arrestin-GFP spot imaging, agonist mode | activation, % at 20 µM | actives 0.17% (n = 330,000);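 active means activation at or above 40% of the spot to cytoplasm intensity ratio, with at least 20 cells analyzed; inconclusive means wells under 20 cells, flagged as cytotoxic or low count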;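 further: 0% = DMSO without peptide and 100% = 100 nM NTR1 peptide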
Target sequence (P30989 whole entry, looked up): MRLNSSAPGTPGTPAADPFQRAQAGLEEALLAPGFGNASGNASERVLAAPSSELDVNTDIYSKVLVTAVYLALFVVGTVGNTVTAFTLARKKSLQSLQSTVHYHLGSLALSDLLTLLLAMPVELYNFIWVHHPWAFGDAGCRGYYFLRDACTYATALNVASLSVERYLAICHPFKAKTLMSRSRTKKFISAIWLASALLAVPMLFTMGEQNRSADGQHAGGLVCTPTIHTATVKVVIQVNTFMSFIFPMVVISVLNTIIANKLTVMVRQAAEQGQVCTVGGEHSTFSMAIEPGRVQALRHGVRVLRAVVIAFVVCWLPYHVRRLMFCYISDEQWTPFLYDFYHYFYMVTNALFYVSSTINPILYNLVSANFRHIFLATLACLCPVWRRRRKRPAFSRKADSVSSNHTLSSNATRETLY
SV40 large T antigen: TAg ATPase/helicase activity blockers – biochemical (AID 1903). actives 0.39% (n = 310,000). one-dose inhibition, % at 20 µM; IC50 in µM for titrated hits. SV40 large T antigen ATPase/helicase inhibition assay; higher % means a stronger effect; in the data active means a potency from the dose series; inconclusive means inhibition mostly from about 32% at the one dose, without a potency; inactive means the rest, 99 in 100 with inhibition below about 32%; further: strong numbers were not always called active
GPR55 antagonists: GPR55 antagonists blocking LPI-driven arrestin recruitment, primary screen, imaging, U2OS, beta-arrestin-GFP, LPI agonist (AID 2013); U2OS GPR55 beta-arrestin-GFP translocation imaging, LPI antagonism; higher % means a stronger effect; actives 0.13% (n = 290,000); inhibition, % at 10 µM; hits with a dose series show IC50 in µM;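 active means spots per cell inhibited over 60%, with over 100 cells counted and total cytoplasm intensity under 500,000; inconclusive means wells with under 100 cells, flagged as likely toxic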;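 further: U2OS cells stably carrying GPR55 and arrestin-GFP stimulated by 5 µM LPI near EC80; imaged beta-arrestin-GFP aggregate spots per cell after agonist stimulation; plate controls were LPI-stimulated DMSO wells for no effect and DMSO wells without LPI for full effect; some results filed as inactive read as strong as hits; confirmed hits need IC50 under 10 µM and bright autofluorescent wells are also inconclusive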
MgcRacGAP inhibition: MgcRacGAP GTPase-activating activity inhibitors, confirmation, biochemical, ADP Hunter fluorescence; MgcRacGAP-stimulated Rac1 GTP hydrolysis, ADP Hunter fluorescence; higher % means a stronger effect; GST-tagged Rac1 F28L mutant substrate; inhibition, % at 30 µM, or IC50 in µM where a hit was titrated; actives 0.6% (n = 340,000);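 active means first-screen hits whose inhibition reached a set limit at any dose in the follow-up dose series; inconclusive means inhibition above the set first-screen limit but never retested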;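 further: fluorescence reports GDP produced by GAP-driven GTP hydrolysis; strong numbers were not always called active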
LYP phosphatase: PTPN22 lymphoid phosphatase activity blockers – biochemical, fluorescence intensity, uHTS (AID 1779). actives 0.054% (n = 290,000). inhibition, % at 11.5 µM, or IC50 in µM where a hit was titrated. recombinant LYP phosphatase, fluorescence intensity; higher % means a stronger effect; in the data active means inhibition above about 50%;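 further: plate controls were vehicle with enzyme for no effect and no enzyme for full effect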
Hep lipid drop: modulators of hepatic lipid droplet formation; AML12 mouse hepatocytes, oleate lipid droplets, BODIPY imaging; inhibition, % at 6.5 µM; actives 0.4% (n = 240,000); AID 1656;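 active means lipid droplet intensity inhibited by at least 50%, with more than 500 cells counted; inconclusive means wells with under 300 cells, treated as cytotoxic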
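material = mouse AML12 hepatocyte cell line, fixed after treatment | also added = 100 µM oleic acid challenge | doses = compound at 6.5 µM only | schedule = overnight exposure | technique = Image-based BODIPY and DAPI two-channel analysis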
Hep lipid drop cells 6.5 µM: second read-out of Hep lipid drop, no call of its own (marks repeat the call); cell count; measured here: cell count, cytotoxicity flag;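 cells counted across two imaged fields per well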
T cell HTS vesicle-bound %: second read-out of T cell HTS, no call of its own (marks repeat the call); double positive events, %; measured here: CD8+ vesicle-bound cell fraction;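 binding gate set so that unloaded-vesicle control wells show 10% double positive cells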
NTR1 ag cell count 20 µM: further read-out of NTR1 ag, marked with its call; cell count; measured here: cell count, cytotoxicity flag
Starred values were filed as active, the others as inactive; i = inactive; u = inconclusive; x = no result given.

Screens in order – GPR35 arrestin U2OS	GPR55 beta-arrestin	T cell HTS	T cell HTS vesicle-bound %	NTR1 ag	NTR1 ag cell count 20 µM	SV40 large T antigen	GPR55 antagonists	MgcRacGAP inhibition	LYP phosphatase	Hep lipid drop	Hep lipid drop cells 6.5 µM
COc1cc(CN(C)c2ncnc3sccc23)ccc1OC(F)F
→ 2%	0.2%	i	22	-0.3	41	9%	-4%	2%	2%	-20	850
COc1cccc(CNC(=O)CCC2CCCN(C(=O)c3ccc(F)c(Cl)c3)C2)c1 (centres undefined)
→ -7%	0.5%	i	30	2.3	56	3%	-6%	6%	-8%	-14	828
COc1ccccc1N1CCN(CC(O)COc2ccc(C)c(C)c2)CC1 (centres undefined)
→ 3%	-0.1%	i	33	-0.7	73	6%	4%	8%	-2%	-2	443
COc1cc(C(=O)NCC(=O)NCCN2C(=O)S/C(=C\c3ccc4c(c3)OCO4)C2=O)cc(OC)c1OC
→ x	x	i	18	-0.2	57	15%	x	8%	x	x	x
CCOc1ccc2nc(SCC#N)c(C#N)cc2c1
→ 6%	-0.2%	i	12	12	98	16%	-12%	3%	1%	9	670
Cc1ccc(-c2nnc(CSc3nc(C(C)C)nc4sc(C)c(C)c34)o2)cc1
→ -7%	-0.3%	i	44	4.3	35	7%	-10%	1%	1%	-2	759
Cc1cn(C(=O)c2cccc(Br)c2)c(C)n1
→ 3%	-0.1%	i	56	0.2	52	5%	5%	7%	-12%	x	x
NC(=O)C1CCN(CCC(=O)Nc2cccc(Cl)c2)CC1
→ -2%	0.2%	i	46	-1.7	58	4%	3%	-3%	-5%	x	x
COC(=O)c1cccc(C23CC4(C2)[C@H](CN(CC2CCCCC2)[C@@H]4c2ccccc2)C3c2ccccc2)c1 (some centres undefined)
→ -5%	-0.1%	i	29	3.2	96	10%	11%	-1%	-7%	-1	675
O=C(CSc1nnc(-c2ccccn2)o1)Nc1ccccc1Cl
→ 8%	0.0%	i	44	3.4	42	14%	6%	4%	-2%	-6	839
CCSc1nc(N)c(NC(=O)c2ccc(Br)o2)c(=O)[nH]1
→ 2%	-0.2%	i	57	1.3	52	13%	15%	9%	-4%	5	696
CCn1c(CNC(=O)c2cccc(C)c2)nnc1SCC(=O)Nc1cccc(OC)c1
→ -1%	0.0%	i	54	-0.9	87	7%	10%	9%	-9%	19	753
CC(=O)c1ccc(N(CC(=O)NCc2ccc3c(c2)OCO3)C(=O)c2csnn2)cc1
→ 0%	-0.2%	i	27	-0.5	37	6%	-4%	0%	-11%	-20	764
CNC(=O)/C(C#N)=C/c1c(N2CCCCCC2)nc2c(C)cccn2c1=O
→ -13%	0.3%	i	37	3.3	39	5%	3%	2%	-18%	5	795
N#CC1=C(N)S[C@H](C(=O)C23CC4CC(CC(C4)C2)C3)[C@H]1c1ccncc1
→ 0%	-0.1%	i	51	1.8	40	4%	-6%	4%	-1%	-3	739

Screens in order – GPR35 arrestin U2OS	GPR55 beta-arrestin	T cell HTS	T cell HTS vesicle-bound %	NTR1 ag	NTR1 ag cell count 20 µM	SV40 large T antigen	GPR55 antagonists	MgcRacGAP inhibition	LYP phosphatase	Hep lipid drop	Hep lipid drop cells 6.5 µM
O=C(c1ccco1)N1CCN(C(=O)c2cc3sccc3n2Cc2ccccc2)CC1
→ -10%	0.7%	i	24	0.3	64	4%	4%	8%	6%	x	x
CCn1c(SCC(N)=O)nnc1-c1ccc2c(c1)OCO2
→ -3%	0.1%	i	34	1.9	52	8%	16%	9%	-5%	8	714
Cc1cc(-c2ccc(C)c(S(=O)(=O)Nc3ccc(S(N)(=O)=O)cc3)c2)on1
→ -10%	0.2%	i	5	1.1	76	8%	5%	3%	-10%	6	730
N#Cc1ccsc1NC(=O)CSc1nnnn1-c1ccc(O)cc1
→ 15%	0.4%	i	28	0.6	54	16%	0%	7%	-1%	4	709
CC1CCCN(C(=O)Cc2ccc(F)cc2)C1 (centres undefined)
→ -13%	-0.1%	i	65	-0.4	82	-6%	6%	7%	-7%	-7	681
Cc1cccc(OCCSc2nnc(-c3ccoc3C)n2C)c1
→ 2%	0.0%	i	25	-1.9	78	3%	4%	11%	-9%	x	x
O=C(CCn1cccc1)Nc1ccccc1F
→ 21%	0.3%	i	19	0.8	36	0%	-5%	1%	-1%	x	x
Cc1cccc(C)c1NC(=O)CSc1nnc(CCCCCNC(=O)OC(C)(C)C)o1
→ -3%	-0.1%	i	35	5.0	85	14%	12%	3%	-1%	x	x
CCOc1cc([C@H]2[C@@H]3CCCC[C@]3(O)CCN2CC(=O)NCc2ccco2)ccc1O
→ -1%	-0.1%	i	57	-0.5	82	2%	0%	7%	-9%	x	x
CNC(=O)c1nc(C)c(C2(C)CC(c3ccccc3)=NO2)s1 (centres undefined)
→ 11%	-0.1%	i	5	-3.7	90	8%	10%	0%	-6%	-8	784
O=C1ON=C(c2ccccc2)/C1=C/c1ccc(O)c(O)c1
→ -13%	-0.1%	i	56	28	84	5.2µM*	-7%	60µM*	-4%	28	433
COc1ccccc1C(=O)Nc1cc2c(ccc3ccccc32)oc1=O
→ -2%	-0.1%	i	47	0.6	33	5%	0%	x	-3%	x	x
CC(=O)N(C)c1ccc(NC(=S)Nc2ccc(C(C)C)cc2)cc1
→ -9%	-0.9%	i	26	4.1	39	0%	16%	5%	-1%	11	684
CCOc1ccc(C(=O)NCc2ccco2)cc1OC
→ 7%	0.4%	i	63	-0.6	57	9%	10%	8%	-6%	x	x
O=C(NNc1cc(C(F)(F)F)ccc1Cl)c1ccc(=O)[nH]c1
→ 0%	0.2%	i	19	0.0	44	12%	4%	3%	-2%	16	816

Some of these compounds in order of number of heavy atoms, lowest first:
Screens in order – GPR35 arrestin U2OS	GPR55 beta-arrestin	T cell HTS	T cell HTS vesicle-bound %	NTR1 ag	NTR1 ag cell count 20 µM	SV40 large T antigen	GPR55 antagonists	MgcRacGAP inhibition	LYP phosphatase	Hep lipid drop	Hep lipid drop cells 6.5 µM
CCOc1ccc(C(=O)NCc2ccco2)cc1OC
→ 7%	0.4%	i	63	-0.6	57	9%	10%	8%	-6%	x	x
CNC(=O)c1nc(C)c(C2(C)CC(c3ccccc3)=NO2)s1 (centres undefined)
→ 11%	-0.1%	i	5	-3.7	90	8%	10%	0%	-6%	-8	784
Cc1cccc(C)c1NC(=O)CSc1nnc(CCCCCNC(=O)OC(C)(C)C)o1
→ -3%	-0.1%	i	35	5.0	85	14%	12%	3%	-1%	x	x

An excerpt from above, showing only T cell HTS and SV40 large T antigen.
mol	T cell HTS	SV40 large T antigen
CNC(=O)/C(C#N)=C/c1c(N2CCCCCC2)nc2c(C)cccn2c1=O	i	5%
N#CC1=C(N)S[C@H](C(=O)C23CC4CC(CC(C4)C2)C3)[C@H]1c1ccncc1	i	4%
O=C(c1ccco1)N1CCN(C(=O)c2cc3sccc3n2Cc2ccccc2)CC1	i	4%
CCn1c(SCC(N)=O)nnc1-c1ccc2c(c1)OCO2	i	8%
Cc1cc(-c2ccc(C)c(S(=O)(=O)Nc3ccc(S(N)(=O)=O)cc3)c2)on1	i	8%

Carrying on:
mol	GPR35 arrestin U2OS	GPR55 beta-arrestin	T cell HTS	T cell HTS vesicle-bound %	NTR1 ag	NTR1 ag cell count 20 µM	SV40 large T antigen	GPR55 antagonists	MgcRacGAP inhibition	LYP phosphatase	Hep lipid drop	Hep lipid drop cells 6.5 µM
Cc1ccc(N2C(SCC(=O)O)=NC(=Nc3cccc(C)c3)C23CCCC3)cc1	1%	-0.4%	i	41	-0.1	34	29%	12%	-2%	-8%	3	713
CCOc1ccc(-c2nc(CN3CCCC(C(=O)N4CCOCC4)C3)c(C)o2)cc1 (centres undefined)	19%	-0.1%	i	38	1.6	56	17%	11%	3%	-12%	-2	871
O=C(O)CSc1ccnc2cc(Cl)ccc12	9%	-0.1%	i	22	-1.4	40	12%	-3%	0%	-5%	-1	715
CCN(CC)C(=O)CSc1nc(C)cc(C)c1C#N	-10%	0.4%	i	55	-0.8	37	9%	8%	2%	-5%	-5	726
C=CCOc1cccc(CNc2ccc3[nH]c(=O)[nH]c3c2)c1	2%	-0.2%	i	15	-0.8	59	14µM*	8%	u	-5%	7	706
Cc1ccc(NC(=S)N(CCN(C)C)C(C)c2ccco2)c(C)c1 (centres undefined)	-6%	0.0%	i	40	-0.5	66	6%	6%	0%	-7%	4	651
CS(=O)(=O)N(CC(=O)N1CCCC1)Cc1ccc(Cl)cc1	-10%	-0.3%	i	27	0.1	59	1%	9%	7%	-6%	5	750
CCC(=O)N1CCc2cc(S(=O)(=O)CCC(=O)Nc3nc(C)cs3)ccc21	-7%	-0.3%	i	48	0.0	70	11%	9%	2%	-2%	-5	710
CCOC(=O)c1cc(-c2ccccc2)sc1NC(=O)C(C)OC(=O)c1cccc(S(=O)(=O)N(C)C)c1 (centres undefined)	6%	0.1%	i	48	-0.8	65	9%	7%	8%	-3%	13	612
O=C(O)c1cccnc1C(=O)c1ccccc1	x	x	i	56	-1.5	40	6%	x	5%	x	x	x
O=C(O)CCN1CCOCC1	11%	0.0%	i	42	-1.3	53	5%	25%	2%	4%	x	x
CCCCC(=O)Nc1ccc2c(c1)nc(CCNC(=O)c1ccco1)n2C	-5%	-0.1%	i	8	0.6	65	7%	-4%	6%	-7%	19	694
Oc1ccc(/C=N/Nc2nc(N3CCCC3)nc(N3CCCC3)n2)cc1O	6%	-0.1%	i	37	-0.3	35	x	4%	57µM*	-2%	15	647
